Screens: PubChem BioAssay, several laboratories
NTR1 ag: agonists of NTR1, primary screen, imaging, U2OS cells, beta-arrestin-GFP, high content (AID 493036). activation, % at 20 µM. Neurotensin receptor type 1 (Homo sapiens), P30989. actives 0.17% (n = 330,000). NTR1-U2OS beta-arrestin-GFP spot imaging, agonist mode;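 active = activation at or above 40% of the spot to cytoplasm intensity ratio, with at least 20 cells analyzed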;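 note: 0% = DMSO without peptide and 100% = 100 nM NTR1 peptide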
Target sequence (P30989 whole entry, looked up): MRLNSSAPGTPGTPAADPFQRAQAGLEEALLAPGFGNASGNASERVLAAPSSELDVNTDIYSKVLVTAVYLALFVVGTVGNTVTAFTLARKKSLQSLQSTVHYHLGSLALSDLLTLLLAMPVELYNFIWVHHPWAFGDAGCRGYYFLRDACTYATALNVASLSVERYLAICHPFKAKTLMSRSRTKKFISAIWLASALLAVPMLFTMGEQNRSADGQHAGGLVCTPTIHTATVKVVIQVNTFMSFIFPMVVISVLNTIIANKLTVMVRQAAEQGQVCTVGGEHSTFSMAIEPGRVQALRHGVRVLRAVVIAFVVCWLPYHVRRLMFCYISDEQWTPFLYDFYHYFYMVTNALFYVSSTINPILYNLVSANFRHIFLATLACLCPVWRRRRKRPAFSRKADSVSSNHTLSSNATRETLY
GPR55 activation: GPR55 agonists via beta-arrestin recruitment, primary screen, imaging, U2OS cells, beta-arrestin-GFP redistribution (AID 1961); G-protein coupled receptor 55 (Homo sapiens); U2OS GPR55 beta-arrestin-GFP redistribution imaging; higher % means a stronger effect; one-dose activation, % at 10 µM; EC50 in µM for titrated hits; actives 0.048% (n = 290,000);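 active = activation above 40% with more than 50 cells counted in the well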;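 note: U2OS osteosarcoma cells stably expressing GPR55 and beta-arrestin-GFP; plate controls were DMSO negative control for no effect and LPI positive control for full effect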
KOR beta-arrestin-1: KOR agonists, beta-arrestin recruitment, primary screen, cell-based, luminescence, uHTS (AID 1777) | Kappa-type opioid receptor (Homo sapiens) | KOR beta-arrestin recruitment, luminescence; higher % means a stronger effect | activation, % at 10 µM; hits with a dose series show EC50 in µM | actives 0.02% (n = 280,000); in the data active = activation above about 50%, passing the limit was not always enough; note: a part of the inactive calls stands beside numbers as strong as those of hits
NOD1 inhibition: NOD1 signaling inhibitors, primary screen, cell-based, luminescence, uHTS (AID 1578); NOD1-driven NF-kB luciferase reporter cells, luminescence; higher % means a stronger effect; inhibition, % at 4 µM; hits with a dose series show EC50 in µM; actives 1% (n = 290,000); in the data active = inhibition mostly above about 36%, no sharp cut-off; inactive = mostly below about 34%;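 note: HEK-293T reporter cells stimulated with the NOD1 agonist gamma-tri-DAP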
KOR beta-arrestin-2: KOR antagonists, beta-arrestin recruitment, cell-based, luminescence, uHTS (AID 1778) | actives 0.091% (n = 290,000) | KOR beta-arrestin recruitment, luminescence, antagonist mode; higher % means a stronger effect | one-dose inhibition, % at 10 µM; IC50 in µM for titrated hits | Kappa-type opioid receptor (Homo sapiens); in the data active = inhibition above about 50%; note: strong numbers were not always called active
UTI89 phage lysis: inhibition of K1F phage lysis, E. coli UTI89, bacterial capsule biogenesis inhibitors, alamar blue (AID 488966). E. coli UTI89 K1F phage lysis, alamar blue, 2 h; higher % means a stronger effect. actives 0.02% (n = 340,000). inhibition, % at 100 µM; hits with a dose series show IC50 in µM;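 active = phage lysis inhibition, versus mean bacterial control, above a set limit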;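 note: capsule biogenesis inhibitors block K1F phage lysis so surviving cells raise fluorescence; higher fluorescence means more inhibition of phage lysis; actives were called in the ten point dose series up to 300 µM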
GPR35 arrestin U2OS: GPR35 antagonists blocking zaprinast-driven arrestin recruitment, primary screen, imaging, U2OS, beta-arrestin-GFP, zaprinast agonist (AID 2058) | actives 0.052% (n = 290,000) | U2OS GPR35 beta-arrestin-GFP translocation imaging, zaprinast antagonism; higher % means a stronger effect | G-protein coupled receptor 35 (Homo sapiens) | one-dose inhibition, % at 10 µM; IC50 in µM for titrated hits;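 active = inhibition of at least 50% with at least 30 cells and total cytoplasm GFP at most 10,000,000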
GPR55 antagonists: GPR55 antagonists blocking LPI-driven arrestin recruitment, primary screen, imaging, U2OS, beta-arrestin-GFP, LPI agonist (AID 2013). U2OS GPR55 beta-arrestin-GFP translocation imaging, LPI antagonism; higher % means a stronger effect. G-protein coupled receptor 55 (Homo sapiens). one-dose inhibition, % at 10 µM; IC50 in µM for titrated hits. actives 0.13% (n = 290,000);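 active = spots per cell inhibited over 60%, with over 100 cells counted and total cytoplasm intensity under 500,000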;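 note: U2OS cells stably carrying GPR55 and arrestin-GFP stimulated by 5 µM LPI near EC80; imaged beta-arrestin-GFP aggregate spots per cell after agonist stimulation; plate controls were LPI-stimulated DMSO wells for no effect and DMSO wells without LPI for full effect; some results filed as inactive read as strong as hits; confirmed hits need IC50 under 10 µM and bright autofluorescent wells are also inconclusive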
Rac1 GTP hydrolysis: MgcRacGAP GTPase-activating activity inhibitors, confirmation, biochemical, ADP Hunter fluorescence; Rac GTPase-activating protein 1 (Homo sapiens); MgcRacGAP-stimulated Rac1 GTP hydrolysis, ADP Hunter fluorescence; higher % means a stronger effect; GST-tagged Rac1 F28L mutant substrate; inhibition, % at 30 µM, or IC50 in µM where a hit was titrated; actives 0.6% (n = 340,000); AID 624330, 2012;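 active = first-screen hits whose inhibition reached a set limit at any dose in the follow-up dose series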;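 note: fluorescence reports GDP produced by GAP-driven GTP hydrolysis; strong numbers were not always called active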
NTR1 ag cell count 20 µM: further read-out of NTR1 ag, marked with its call; cell count; measured here: cell count, cytotoxicity flag
Active calls of the source: *; nt = no result given; [ ] = dose if it differs, or a comment. Some of the compounds tested; count on the stated rates, not on these rows.

Results follow in this order: NTR1 ag	NTR1 ag cell count 20 µM	GPR55 activation	KOR beta-arrestin-1	NOD1 inhibition	KOR beta-arrestin-2	UTI89 phage lysis	GPR35 arrestin U2OS	GPR55 antagonists	Rac1 GTP hydrolysis
#1 CCC(C(=O)NCCC1=CCCCC1)c1ccccc1 (stereo not drawn)
  0.0	57	-0.2%	-1.9%	-28.9%	2.3%	5.4%	-5.6%	10.9%	-1.9%
#2 Cc1occc1-c1nnc(SCC(=O)c2ccc(F)cc2)o1
  2.6	70	0.0%	-2.2%	-8.9%	0.9%	-0.1%	4.7%	-12.0%	1.7%
#3 O=C(NN(c1ccccc1)c1ccccc1)c1ccc([N+](=O)[O-])o1
  7.2	36	0.9%	-0.7%	9.6%	-48.3%	-1.4%	6.6%	5.6%	11.3%
#4 CC1CC(C)CN(S(=O)(=O)CC23CCC(CC2=O)C3(C)C)C1 (stereo not drawn)
  -0.2	55	-0.1%	4.1%	36.7%	-49.3%	0.0%	-1.9%	1.5%	3.3%
#5 Cc1ccc2nc(-c3ccncc3)cc(C(=O)Nc3ccc(OC(F)F)cc3)c2c1
  5.4	51	0.2%	22.4%	8.7%	-166.7%	0.3%	11.3%	-32.9%	1.3%
#6 CC(C)Oc1ccc(C2CC(=O)N(c3cccc(/C=C/C(=O)O)c3)C2=O)cc1 (stereo not drawn)
  -1.0	87	-0.1%	-0.3%	2.0%	-5.4%	0.1%	2.4%	0.8%	15.9%
#7 Cc1cc[n+](CC(=O)c2cccc([N+](=O)[O-])c2)c2ccccc12
  -0.5	45	-0.1%	4.2%	-5.3%	-33.3%[20 µM]	0.3%	-6.9%	6.7%	4.3%
#8 CC1CC(C)CN(CCCNC(=O)c2ccc3c(c2)ncn3C2CCCC2)C1 (stereo not drawn)
  0.2	64	0.2%	1.9%	-12.8%	0.4%	0.4%	-10.4%	-4.8%	11.7%
#9 Cc1cc(C)c(/C=N/NC(=O)c2nnn(-c3nonc3N)c2COc2ccc(F)cc2)c(C)c1
  4.1	54	-0.1%	0.3%	-4.8%	-20.3%	nt	-9.5%	17.7%	nt
#10 COc1cccc(=O)c2c(C)n(-c3cc(C)cc(C)c3)c(C)c12
  1.6	72	1.5%	0.9%	15.1%	-13.2%	-0.3%	-0.9%	14.8%	4.3%
#11 COc1ccc(N2C(=O)c3cccc4c(N(C)CCO)ccc(c34)C2=O)cc1
  3.2	61	0.3%	-5.5%	-40.8%	-35.0%[20 µM]	0.2%	-2.7%	18.1%	2.2%
#12 CCCOc1ccc(NCC(=O)Nc2ccc(C)cc2C)cc1
  -1.9	93	0.0%	0.5%	-11.4%	12.8%	0.3%	5.6%	5.3%	11.6%
#13 COC(=O)c1ccccc1NC(=O)C1CC(=O)N(c2ccc(C)cc2)C1 (stereo not drawn)
  -3.4	106	0.0%	0.6%	-18.2%	28.4%	0.3%	3.6%	-2.9%	2.7%
#14 CCS(=O)(=O)c1nc(S(=O)(=O)c2ccc(C)cc2)c(N2CCC(O)CC2)s1
  0.9	57	-0.1%	0.3%	-0.5%	-40.6%	0.3%	8.8%	9.3%	12.5%
#15 CCC(=O)c1ccc(OCC(O)CN(C)C2CCCCC2)cc1 (stereo not drawn)
  0.0	68	-0.2%	1.2%	-22.0%	33.8%	0.1%	-23.5%	1.3%	9.4%
#16 COc1ccc(N(Cc2cc3ccc(C)cc3[nH]c2=O)C(=O)c2ccco2)cc1
  0.1	48	0.3%	14.1%	-2.7%	15.9%	-0.1%	-4.3%	-8.0%	9.1%
#17 COc1ccc(CNCCC(c2ccc(OC)cc2)c2ccccc2OC)cc1 (stereo not drawn)
  2.2	103	0.0%	1.0%	-6.5%	-5.5%	0.2%	-4.6%	28.5%	10.4%
#18 COc1cc(C2=NOC(C(=O)N3CCOCC3)C2)cc(OC)c1OC (stereo not drawn)
  1.3	79	0.0%	5.1%	-19.5%	-13.5%	2.1%	1.1%	5.7%	7.0%
#19 CCCOc1ccc(-c2csc(NC(=O)CN3C(=O)CCC3=O)n2)cc1
  1.8	51	-0.1%	4.3%	-17.5%	21.2%	2.6%	5.0%	-7.8%	6.7%
#20 O=C(NCc1cccc(Cl)c1)c1ccc(CS(=O)Cc2ccccc2Cl)o1 (stereo not drawn)
  -0.2	47	1.1%	1.9%	-42.4%	-9.6%	-0.1%	-3.2%	7.8%	-7.5%
#21 CC1CCN(C(=O)C2(NC(=O)Nc3cccc(F)c3)CCCCC2)CC1
  4.4	53	0.2%	-0.8%	1.6%	-10.2%	0.1%	-0.2%	20.8%	11.5%
#22 O=C(c1ccco1)N1CCCC(N2CCN(c3ccccc3F)CC2)C1 (stereo not drawn)
  -0.7	66	0.3%	4.3%	-13.5%	-4.9%	0.1%	3.2%	15.7%	5.6%
#23 CC(=O)c1nc(-c2ccccc2)sc1C
  -1.7	53	-0.1%	-2.6%	-32.3%	-2.0%	0.3%	-8.1%	-1.4%	6.8%
#24 Cc1oc(-c2cccc(F)c2)nc1CN1CCCN(C(=O)c2ccco2)CC1
  1.3	47	-0.1%	-2.9%	-19.1%	2.3%	-0.1%	-1.6%	9.3%	9.8%
#25 O=C(CN(C(=O)CCC(=O)Nc1ccccn1)c1cccc(F)c1)NCc1ccc(F)cc1
  -0.9	46	-0.1%	-0.4%	-25.3%	18.3%	-0.1%	12.2%	1.8%	-0.3%
#26 COc1ccccc1S(=O)(=O)Cc1ccc(C(=O)NCc2ccc3c(c2)OCO3)o1
  0.1	104	-0.2%	-0.2%	4.5%	-0.2%	0.3%	13.7%	3.4%	15.0%
#27 COc1ccc(CN2CCN(CCCc3ccccc3)C(CCO)C2)cc1OC (stereo not drawn)
  1.4	58	-0.2%	-4.8%	-2.2%	-35.0%[20 µM]	1.2%	0.6%	-2.9%	9.1%
#28 c1ccc(CCNc2ncnc3c2cnn3-c2ccccc2)cc1
  0.4	56	0.6%	14.1%	-47.2%	-8.6%	-0.1%	2.2%	-0.8%	4.4%
#29 O=[N+]([O-])C(=C1NCCN1)C(Cl)=C(Cl)Cl
  0.4	50	0.2%	-3.1%	-39.1%	-2.3%	-0.1%	2.0%	9.2%	13.8%
#30 COc1ccc(C)cc1S(=O)(=O)N(C)CC(=O)Nc1ccc2c(c1)OCCO2
  -0.2	55	-0.1%	-3.2%	-15.9%	28.7%	1.5%	-0.3%	-8.1%	3.3%

Entries of single compounds from above. Order of values: NTR1 ag	NTR1 ag cell count 20 µM	GPR55 activation	KOR beta-arrestin-1	NOD1 inhibition	KOR beta-arrestin-2	UTI89 phage lysis	GPR35 arrestin U2OS	GPR55 antagonists	Rac1 GTP hydrolysis
CC1CCN(C(=O)C2(NC(=O)Nc3cccc(F)c3)CCCCC2)CC1 across the screens: 4.4	53	0.2%	-0.8%	1.6%	-10.2%	0.1%	-0.2%	20.8%	11.5%
COc1cc(C2=NOC(C(=O)N3CCOCC3)C2)cc(OC)c1OC (stereo not drawn) across the screens: 1.3	79	0.0%	5.1%	-19.5%	-13.5%	2.1%	1.1%	5.7%	7.0%

(list continues)
Results follow in this order: NTR1 ag	NTR1 ag cell count 20 µM	GPR55 activation	KOR beta-arrestin-1	NOD1 inhibition	KOR beta-arrestin-2	UTI89 phage lysis	GPR35 arrestin U2OS	GPR55 antagonists	Rac1 GTP hydrolysis
#31 Cc1cc(C(=O)OCC(=O)Nc2cccc(S(=O)(=O)N(C)C)c2)c(C)o1
  0.3	60	-0.3%	-2.4%	-0.8%	30.1%	0.0%	2.7%	10.1%	1.3%
#32 CCOc1ccc(/C=C2\SC(=S)N(CCC(=O)Nc3cccc(C(=O)O)c3)C2=O)cc1
  2.2	83	0.9%	22.4%	-4.7%	7.3%	0.1%	9.8%	5.3%	nt
#33 O=C(COc1ccc(C(=O)NCCc2ccccc2)cc1)Nc1ccccc1
  1.6	54	0.1%	-2.3%	-27.9%	36.2%	3.7%	-8.8%	7.8%	-2.4%
#34 Cc1ccc(C(=O)N/N=C\c2ccc3c(c2)OCO3)cn1
  -1.6	45	-0.2%	0.4%	-21.9%	-11.5%	0.2%	0.4%	-1.5%	-6.6%
#35 CC(C)n1c(NCc2nc3ccccc3n2C)nc2ccccc21
  -1.5	79	1.2%	-2.6%	nt	12.9%	0.1%	25.3%	10.0%	6.2%
#36 COc1cccc(NS(=O)(=O)c2ccc3c(c2)NC(=O)CC(=O)N3)c1
  -0.8	68	-0.2%	-2.1%	-10.8%	10.6%	0.2%	16.8%	-11.9%	0.5%
#37 CC(OC(=O)CN1C(=O)C2C3C=CC(C4CC34)C2C1=O)C(=O)c1ccccc1 (stereo not drawn)
  0.3	59	0.5%	-0.6%	6.7%	12.6%	-0.8%	4.4%	7.9%	5.6%
#38 CC(=O)Nc1ccc(NC(=O)c2cc(=O)c3cc(C)cc(C)c3o2)cc1
  1.0	89	-0.3%	-1.3%	6.5%	5.9%	0.2%	-10.3%	-8.9%	5.0%
#39 COc1cccc(C2C(C(=O)c3cccs3)=C(O)C(=O)N2CCN(C)C)c1OC (stereo not drawn)
  -2.1	81	0.5%	-3.9%	-1.8%	5.7%	1.4%	17.7%	5.7%	10.3%
#40 CC(=O)c1cccc(-n2nnnc2SCC(=O)NNC(=O)C(C)C)c1
  -0.2	51	-0.1%	nt	11.7%	-14.5%[20 µM]	0.3%	0.7%	5.3%	4.5%
#41 O=c1c2cc(-c3ccccc3)sc2ncn1/N=C/c1ccco1
  3.0	51	-0.3%	10.3%	-25.0%	-0.2%	1.7%	-5.3%	3.8%	15.0%
#42 Fc1ccc(CN2CCN3CCCC3C2C2CCCCC2)cc1F (stereo not drawn)
  0.0	55	-0.1%	10.1%	11.2%	-7.7%	0.5%	14.4%	31.8%	-7.3%
#43 O=C(O)c1ccn2c(C(=O)c3ccccc3)c(-c3ccccc3)cc2c1
  2.0	51	-0.6%	2.2%	-9.3%	-4.0%	-0.4%	1.9%	4.2%	2.6%
#44 CSc1ccc(CN(C)CC(=O)NCc2ccccc2)cc1
  -0.3	59	0.2%	-4.0%	-34.2%	-1.4%	0.3%	2.0%	0.3%	4.6%
